High-throughput results deposited in PubChem by The Scripps Research Institute Molecular Screening Center.
LYPLA2 counter – LYPLA2 inhibitors, primary screen, counter-screen for PME1 inhibitor project, biochemical, fluorescence polarization, FP-Rh probe ABPP; recombinant LYPLA2; inhibition, % at 5.9 µM; actives 0.38% (n = 320,000);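 active means inhibition above the screen-wide mean plus 3 SD, limit set per campaign, cut at about 26% in these data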;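 further: 0% = LYPLA2 with DMSO and 100% = wells lacking LYPLA2 enzyme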
PAFAH2 FP inh – PAFAH2 enzyme inhibitors, primary screen, biochemical, fluorescence polarization, human. recombinant PAFAH2, FP-rhodamine activity probe. inhibition, % at 3.39 µM. actives 0.99% (n = 340,000). AID 492956, 2010;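 active means inhibition above the mean over all tested compounds plus 3 SD, cut at about 30% in these data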;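 further: inhibitors block probe labeling of enzyme so polarization drops; 0% = enzyme with DMSO and 100% = wells lacking PAFAH2 protein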
EBNA-1 inh – EBNA-1 DNA-binding inhibitors, primary screen, biochemical, fluorescence polarization; actives 0.34% (n = 300,000); AID 1950, 2009; inhibition, % at 14.8 µM; in the data active means inhibition above about 28%
pPAFAH FP inh – pPAFAH enzyme inhibitors, primary screen, biochemical, fluorescence polarization, human. Platelet-activating factor acetylhydrolase (Homo sapiens), Q13093. recombinant pPAFAH, FP-rhodamine probe fluorescence polarization. inhibition, % at 3.39 µM. actives 1.5% (n = 330,000);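 active means inhibition above the mean inhibition across the screen plus 3 SD, cut at about 25% in these data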;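 further: inhibitors block binding of the rhodamine activity-based probe so polarization drops; 0% = enzyme with DMSO and 100% = wells lacking pPAFAH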
PAFAH1B3 inh – PAFAH1B3 enzyme inhibitors, primary screen, biochemical, fluorescence polarization, human; AID 492972, 2010; inhibition, % at 3.39 µM; recombinant PAFAH1B3, FP-rhodamine probe; actives 0.28% (n = 340,000); Platelet-activating factor acetylhydrolase IB subunit alpha1 (Homo sapiens), Q15102;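 active means inhibition above the screen-wide average of all tested compounds plus 3 SD, cut at about 25% in these data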;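 further: 0% = enzyme with DMSO only and 100% = wells lacking PAFAH1B3 protein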
PAFAH1B2 FP inh – PAFAH1B2 enzyme inhibitors, primary screen, biochemical, fluorescence polarization, human. Platelet-activating factor acetylhydrolase IB subunit alpha2 (Homo sapiens), P68402. inhibition, % at 3.39 µM. recombinant PAFAH1B2, FP-rhodamine activity probe. actives 1.2% (n = 340,000);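 active means inhibition above the mean of all tested compounds plus 3 SD, cut at about 24% in these data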;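 further: 0% = enzyme with DMSO and 100% = wells lacking PAFAH1B2; many of its hits are not listed in these tables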
Target sequence (P68402 whole entry, looked up): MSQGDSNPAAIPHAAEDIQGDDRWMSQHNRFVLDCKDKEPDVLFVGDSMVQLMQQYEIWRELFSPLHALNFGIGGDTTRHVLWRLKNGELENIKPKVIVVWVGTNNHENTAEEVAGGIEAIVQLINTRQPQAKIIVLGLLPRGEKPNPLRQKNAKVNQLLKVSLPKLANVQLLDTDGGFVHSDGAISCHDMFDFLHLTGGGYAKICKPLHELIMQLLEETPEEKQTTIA
PREPL inhibitor – PREPL enzyme inhibitors, primary screen, biochemical, fluorescence polarization. recombinant PREPL, fluorescence polarization activity-based probe. Prolyl endopeptidase-like (Homo sapiens), Q4J6C6. actives 0.68% (n = 320,000). inhibition, % at 5.96 µM; in the data active means inhibition above about 43%;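 further: 0% = enzyme with DMSO and 100% = wells lacking enzyme; many of its hits are not listed in these tables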
Target sequence (Q4J6C6 whole entry, looked up): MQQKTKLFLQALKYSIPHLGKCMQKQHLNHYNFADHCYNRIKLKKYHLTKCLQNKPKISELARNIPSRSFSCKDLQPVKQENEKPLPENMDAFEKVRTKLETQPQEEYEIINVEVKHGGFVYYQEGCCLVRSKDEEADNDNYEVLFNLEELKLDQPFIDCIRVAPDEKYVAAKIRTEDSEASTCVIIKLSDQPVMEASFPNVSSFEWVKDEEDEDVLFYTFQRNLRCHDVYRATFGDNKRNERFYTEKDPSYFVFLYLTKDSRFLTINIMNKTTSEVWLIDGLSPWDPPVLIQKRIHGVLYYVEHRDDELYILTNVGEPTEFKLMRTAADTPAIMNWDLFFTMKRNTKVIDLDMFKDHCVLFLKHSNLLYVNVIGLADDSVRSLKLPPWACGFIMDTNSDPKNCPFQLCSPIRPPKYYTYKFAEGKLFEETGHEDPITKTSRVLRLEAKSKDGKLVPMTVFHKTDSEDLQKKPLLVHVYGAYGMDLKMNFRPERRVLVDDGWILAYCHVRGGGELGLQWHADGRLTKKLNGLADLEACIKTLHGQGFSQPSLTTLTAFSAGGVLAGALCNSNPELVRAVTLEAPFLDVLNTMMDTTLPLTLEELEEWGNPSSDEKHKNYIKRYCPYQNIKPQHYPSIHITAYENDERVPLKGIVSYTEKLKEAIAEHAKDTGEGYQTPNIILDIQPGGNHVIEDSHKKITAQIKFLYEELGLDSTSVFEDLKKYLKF
ZTA counter – blocks Epstein-Barr virus ZTA, an EBNA-1 counter-screen; AID 2234; P03206; inhibition, % at 11 µM; ZTA-DNA binding, fluorescence polarization; actives 0.15% (n = 320,000); in the data active means inhibition above about 33%
LYPLA1 counter – LYPLA1 inhibitors, primary screen, counter-screen for PME1 inhibitor project, biochemical, fluorescence polarization, FP-Rh probe ABPP; Acyl-protein thioesterase 1 (Homo sapiens), O75608; recombinant LYPLA1; inhibition, % at 5.9 µM; actives 0.16% (n = 320,000); AID 2174, 2009;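 active means inhibition above the mean of all tested compounds plus 3 SD, set per campaign, cut at about 14% in these data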;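 further: inhibitors block serine hydrolase probe labeling of LYPLA1 so polarization falls; 0% = enzyme with DMSO and 100% = wells lacking LYPLA1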
Starred values were filed as active, the others as inactive; . = no result given. An excerpt; the hit share may differ from the screen's.

Results follow in this order: LYPLA2 counter	PAFAH2 FP inh	EBNA-1 inh	pPAFAH FP inh	PAFAH1B3 inh	PAFAH1B2 FP inh	PREPL inhibitor	ZTA counter	LYPLA1 counter
O=C(c1ccc(Cl)c(S(=O)(=O)N2CCOCC2)c1)N1CCc2ccccc2C1
  .	4.0	.	6.1	2.4	6.4	31.1	.	.
O=C(COc1ncnc2ccccc12)Nc1ccccc1[N+](=O)[O-]
  9.0	-1.8	4.0	5.3	6.1	-1.4	-0.7	-12.0	2.5
Cc1nn(C)cc1CNC(=O)CCC(=O)O
  -3.5	-16.1	9.0	1.4	2.7	-2.1	8.4	15.0	0.3
O=C(OCc1nc(-c2ccccc2Cl)no1)c1ccco1
  -8.0	42.1*	.	-1.5	5.6	-0.4	7.3	-9.7	-2.4
COCCNC(=O)C1CCCN(c2nn3c(=O)cc(C)nc3s2)C1 (configuration not stated)
  10.0	6.5	-1.3	1.1	-1.7	2.6	-1.3	10.5	2.4
COc1ccc2nc(C)c(C(N)=O)cc2c1
  4.5	1.6	3.1	8.3	10.6	0.9	8.0	-24.3	0.8
O=C(Nc1ccsc1C(=O)O)c1cccc(C(F)(F)F)c1
  -13.9	2.1	-16.5	-0.1	-3.8	7.3	6.5	-6.2	-3.2
CCCN(CC(=O)Nc1ccc(F)c(F)c1F)CC(=O)Nc1c(Cl)cccc1Cl
  6.3	-0.2	-0.8	-4.1	-2.9	4.7	-14.1	5.3	0.1
O=C(Nc1ccc(Cl)cc1)c1cccs1
  -9.6	-5.2	9.9	6.5	3.8	3.3	-23.4	8.1	-6.3
NC(=O)c1oc2ccccc2c1NC(=O)C1COc2ccccc2O1 (configuration not stated)
  -0.7	2.1	3.4	-6.0	-1.5	-2.9	-5.6	-17.3	4.3
Cc1noc(C)c1C(=O)Nc1ccc(C#N)cc1
  3.0	0.6	3.5	2.4	7.3	1.6	-1.0	7.3	2.9
O=C(CN1C2=NCCN2c2ccccc21)N1CCOCC1
  3.2	.	-14.6	0.5	.	.	18.9	0.0	0.6
CC(NCC(O)c1ccc([N+](=O)[O-])cc1)C12CC3CC(CC(C3)C1)C2 (configuration not stated)
  -7.2	8.9	-4.5	-2.4	14.2	7.8	-10.6	3.9	-3.3
CC(=O)Nc1ccc(NC(=O)COc2ccc(Br)cc2C)cc1
  8.5	-0.6	5.0	0.3	-3.6	4.3	14.0	-1.8	-1.6
CCOc1cc(N2CCOCC2)c(OCC)cc1NC(=O)c1nc2nc(C)cc(C)n2n1
  -3.2	5.0	-0.3	2.1	4.5	1.0	1.5	-11.7	-1.8

The listing continues:
Results follow in this order: LYPLA2 counter	PAFAH2 FP inh	EBNA-1 inh	pPAFAH FP inh	PAFAH1B3 inh	PAFAH1B2 FP inh	PREPL inhibitor	ZTA counter	LYPLA1 counter
CCNC(=O)CC1SC(=Nc2ccccc2C)N(C)C1=O (configuration not stated)
  -0.7	1.2	2.0	-1.4	8.6	7.7	9.3	0.8	3.8
S=c1[nH]nc(-c2ccco2)n1C1CCCCC1
  5.7	3.7	2.5	3.5	10.2	26.1*	0.5	12.7	-1.0
COc1cc(C=O)ccc1OCCOc1ccccc1[N+](=O)[O-]
  -4.8	-2.4	-1.9	2.4	1.8	-2.7	-5.3	3.9	-3.7
O=C1/C(=C/c2cccnc2)N=C2CCCCCN12
  9.3	6.0	-0.5	7.3	-2.2	2.0	6.2	-28.0	9.7
CCC(=O)OCCCCCCOc1ccc(C(=O)O)cc1
  8.2	-9.9	8.1	1.4	3.4	4.7	3.5	2.8	1.1
N#Cc1ccc(COc2cccc3cccnc23)cc1
  2.9	8.4	0.5	7.7	1.1	-4.1	16.7	-3.2	-2.2
CCCCCCOc1ccc(/C(C)=N/NC2=NCCN2)cc1[N+](=O)[O-]
  1.9	-0.4	8.0	8.0	14.7	1.7	10.6	14.2	-0.7
CCCc1nc2c(C)ccc(C)c2c(N)c1CC
  2.6	-4.5	4.8	-3.7	-7.7	-1.1	8.6	-3.0	0.4
COc1ccc(OC)c2[nH]c(=O)c(CCNS(=O)(=O)c3ccc(Cl)cc3)cc12
  5.4	-7.3	11.6	3.5	14.4	8.5	6.8	8.0	2.8
CCc1nc(NC(=O)Cc2csc(C)n2)sc1C(=O)OC
  1.4	1.7	-4.5	3.8	6.8	8.1	4.2	-3.6	0.7
CC(C)(C)c1ccc(C2=NC(=O)C(CC(=O)O)S2)cc1 (configuration not stated)
  -4.3	8.2	-2.4	-5.9	3.1	7.1	-13.4	-9.1	-3.9
O=C(Nc1nnc(-c2ccccc2)o1)c1nc2ccccc2s1
  5.2	2.1	0.5	-5.5	2.8	7.5	6.4	9.2	0.1
CCS(=O)(=O)N1CCN(c2cc3c(cc2[N+](=O)[O-])n(C)c(=O)n3C)CC1
  -1.3	0.5	-6.2	3.5	1.4	6.4	2.1	-6.8	-2.0
COc1cc2c(cc1NC(=O)CN1CCN(S(=O)(=O)c3ccc(F)cc3)CC1)oc1ccccc12
  1.0	-11.5	14.2	-4.2	3.0	-4.0	14.6	-3.7	-2.7
CCN(CC)C(=O)CN1C(=O)C2(OCC(C)(C)CO2)c2ccccc21
  -3.8	-5.5	.	-1.2	7.8	-0.2	0.3	-3.8	-3.1

Next section
Results follow in this order: LYPLA2 counter	PAFAH2 FP inh	EBNA-1 inh	pPAFAH FP inh	PAFAH1B3 inh	PAFAH1B2 FP inh	PREPL inhibitor	ZTA counter	LYPLA1 counter
CCOc1ccc(NCc2nc3ccccc3n2CCOc2ccccc2)cc1
  3.3	3.2	14.2	16.3	-2.1	1.0	45.4*	-11.1	0.1
O=C(CCS(=O)(=O)c1ccc(Cl)cc1)Nc1ccc(F)cc1
  5.5	-6.3	-1.7	-0.4	0.5	12.8	16.7	0.8	-1.4
COc1ccc(OC)c(-c2nnc3n2N=C(c2ccc(OC)c(OC4CCOC4)c2)CS3)c1 (configuration not stated)
  .	7.4	.	6.6	2.1	5.8	9.9	.	.
Cc1nc(NC(=O)C2CCCCC2C(=O)O)sc1C (configuration not stated)
  1.3	0.3	10.7	3.4	1.7	-4.9	5.3	-6.8	1.9
Oc1c(/C=N/c2ccccn2)sc2ccccc12
  -33.9	-17.7	16.9	10.1	-5.6	-7.1	11.2	3.0	-22.0
O=C(O)Cc1ccc(NC(=O)c2ccc(Cl)c(Cl)c2)cc1
  3.8	1.9	10.8	8.5	2.4	2.6	-11.5	0.2	-0.7
CCN(CC)c1nc2c(c(=O)[nH]c(=O)n2C)n1CCOc1ccccc1
  10.8	-9.1	-5.2	0.9	-5.2	6.3	-0.8	6.2	3.1
CN1CCN(c2ccc(NC(=O)c3ccc4c(c3)OCCO4)cc2Cl)CC1
  -3.0	-0.3	5.4	2.4	1.1	2.6	-4.0	2.6	-0.6
COc1ccc(C(=O)Nc2nc(-c3cccs3)cs2)cc1
  -5.2	-1.0	-2.0	-4.4	4.3	0.6	9.9	5.2	-11.0
CC1=CCC(COC(=O)Nc2ccccc2)CC1 (configuration not stated)
  -1.1	1.5	-6.4	1.1	4.3	4.4	-12.6	4.4	-4.2
COc1cccc(NC(=O)COc2ccc(C(=S)N3CCN(C)CC3)cc2OC)c1
  -1.8	2.3	-13.7	5.2	0.4	1.3	17.5	-11.2	-1.7
CCOC(=O)c1sc2nc(CSCC(=O)OCc3ccc(C(=O)OC)o3)[nH]c(=O)c2c1C
  -4.3	-3.0	-6.2	5.6	6.2	5.8	-2.7	-5.6	-1.7
O=C(COc1ccc2c(c1)C(=O)CC1(CCCCC1)O2)NCc1ccccn1
  -0.8	-8.2	-15.8	2.2	3.4	3.0	12.7	5.5	-1.6
COc1ccc(NC(=O)CSc2nnc(CCC(=O)Nc3ccc(C)c(Cl)c3)n2C)cc1
  6.7	-2.6	-2.1	3.4	5.0	2.0	8.8	0.8	0.0
c1ccc2sc(N3CCCN(Cc4nc(-c5cnccn5)no4)CC3)nc2c1
  1.7	1.2	-3.2	4.5	2.4	2.5	-2.2	-3.0	0.6

(list continues)
Results follow in this order: LYPLA2 counter	PAFAH2 FP inh	EBNA-1 inh	pPAFAH FP inh	PAFAH1B3 inh	PAFAH1B2 FP inh	PREPL inhibitor	ZTA counter	LYPLA1 counter
O=S(=O)(/C=C/c1ccccc1)Nc1ccc2c(c1)OCO2
  -5.0	0.4	-7.6	-0.2	-0.4	9.5	-10.9	7.8	-3.4
COc1cc(C(=O)N2CCN(C)C(C)C2)ccc1OC1CCN(C(C)=O)CC1 (configuration not stated)
  5.6	-3.4	-19.0	1.2	11.9	3.1	1.9	-6.2	4.5
CCCn1nc(C(=O)N(C)CC(=O)Nc2ccc(OCC)c(OCC)c2)c2ccccc2c1=O
  -0.3	-9.6	.	-2.7	-3.8	0.1	11.9	-18.1	1.2
CNC(=O)CN(Cc1ccccc1)S(=O)(=O)c1ccccc1
  -0.8	-5.9	3.7	1.0	6.0	4.8	5.4	13.6	-0.6
COc1ccc(C2CC(=O)C3=C(C2)Nc2ccccc2N(C(C)=O)C3c2ccco2)cc1 (configuration not stated)
  1.5	8.5	-5.9	-1.9	3.6	3.6	15.6	-4.0	1.1
O=C(COC(=O)c1cc(-c2cccs2)nc2ccccc12)NC1CCS(=O)(=O)C1 (configuration not stated)
  -0.9	-2.8	-1.4	-3.8	7.3	-6.0	7.8	7.5	-2.0
N#Cc1c(-c2ccncc2)c2c([nH]c1=O)-c1ccccc1OC2
  9.9	.	4.2	-2.6	.	.	14.1	10.1	1.4
O=C(Cn1cnc2c(nnn2Cc2ccc(F)cc2)c1=O)NCc1ccco1
  6.4	-0.6	0.3	0.1	6.2	4.8	9.7	-5.6	0.9
CCSc1nnc(CNC(=O)C23CC4CC(CC(C4)C2)C3)n1C1CCCCC1
  -3.3	-1.6	1.6	-1.5	8.8	13.6	1.8	9.6	-1.6
COc1cccc(-c2nnc(NC(C)=O)o2)c1
  4.7	2.3	-4.7	0.0	6.0	-0.7	12.5	-4.9	2.3
Nc1c(C(=O)N/N=C/c2cccnc2)cnn1-c1ccccc1
  8.1	-1.7	-1.8	6.9	-2.2	-0.4	8.3	-5.0	4.3
COCCN(C(=O)CCC(=O)Nc1cc(C)on1)C(C(=O)NC1CCCC1)c1ccc(C)cc1 (configuration not stated)
  6.7	11.7	9.8	2.7	9.7	1.3	-0.3	9.5	2.4
CC(=O)C1=C(O)C(=O)N(CCCn2ccnc2)C1c1ccc(Cl)cc1 (configuration not stated)
  -0.5	7.0	2.1	3.1	10.3	7.8	-1.7	6.5	-0.1
COCc1cc(C)nc(Nc2ccc(C)cc2C)c1C#N
  1.7	9.8	8.2	-5.2	7.0	0.0	16.7	0.1	-1.6
CCCn1c(SCC(=O)OCC)nc(C(F)(F)F)cc1=O
  -0.2	5.9	-0.9	-1.9	11.4	2.7	4.2	-8.1	-1.3
Cc1c(C(=O)NC(C)C2CC3CCC2C3)cccc1[N+](=O)[O-] (configuration not stated)
  0.8	-7.6	5.8	-2.3	3.5	3.4	5.8	7.7	-0.7
CCOc1ccc(C(=O)NCCN(C)C)cc1
  6.7	6.0	-5.8	-2.7	8.8	3.4	5.0	-7.9	0.5

A few values from the list:
`O=S(=O)(/C=C/c1ccccc1)Nc1ccc2c(c1)OCO2` in LYPLA1 counter reads -3.4
`CCSc1nnc(CNC(=O)C23CC4CC(CC(C4)C2)C3)n1C1CCCCC1` in PAFAH1B2 FP inh reads 13.6
